GCN5L2 inh = blocks human GCN5L2 histone acetyltransferase | GCN5L2 HAT assay, ThioGlo1 CoA-SH fluorescence | Potency, µM (highest dose often 58.9 µM), inactives show at the top dose activity change, negative = inhibition, usual class: inhibitors | 390,000 tested, 0.21% active | AID 504327
Target sequence (Q92830 whole entry, looked up): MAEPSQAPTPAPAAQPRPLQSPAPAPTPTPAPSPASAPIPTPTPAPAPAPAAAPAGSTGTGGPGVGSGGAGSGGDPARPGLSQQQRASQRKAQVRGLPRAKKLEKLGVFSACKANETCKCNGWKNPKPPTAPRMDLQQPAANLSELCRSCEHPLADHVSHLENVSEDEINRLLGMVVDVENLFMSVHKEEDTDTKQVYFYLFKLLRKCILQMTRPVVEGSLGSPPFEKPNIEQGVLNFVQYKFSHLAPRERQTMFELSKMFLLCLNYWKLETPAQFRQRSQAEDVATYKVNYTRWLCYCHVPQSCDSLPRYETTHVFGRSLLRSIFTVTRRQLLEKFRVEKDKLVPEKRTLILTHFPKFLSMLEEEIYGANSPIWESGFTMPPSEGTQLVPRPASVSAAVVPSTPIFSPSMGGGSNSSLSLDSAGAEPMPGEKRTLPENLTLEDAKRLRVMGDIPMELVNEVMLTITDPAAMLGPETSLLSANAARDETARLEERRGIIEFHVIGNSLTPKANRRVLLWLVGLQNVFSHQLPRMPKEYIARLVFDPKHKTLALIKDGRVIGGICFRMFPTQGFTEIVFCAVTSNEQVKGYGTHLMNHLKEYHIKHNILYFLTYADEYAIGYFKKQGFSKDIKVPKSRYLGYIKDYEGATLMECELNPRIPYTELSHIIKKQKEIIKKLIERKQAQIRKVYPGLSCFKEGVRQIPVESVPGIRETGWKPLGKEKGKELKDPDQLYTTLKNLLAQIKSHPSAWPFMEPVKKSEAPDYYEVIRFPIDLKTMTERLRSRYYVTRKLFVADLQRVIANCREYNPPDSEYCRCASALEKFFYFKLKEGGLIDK
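Fluorescence readout, Ex340nm/Em540nm: ThioGlo1 (50uM final) reacts with free CoA thiol released as 20nM GCN5L2 acetylates H3(1-25) peptide (75uM) using acetyl-CoA (70uM). Compound and enzyme sat 15 min beforehand; 20 min room-temperature reaction.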
TDP1 cell noCPT = qHTS for Inhibitors of human tyrosyl-DNA phosphodiesterase 1 (TDP1): qHTS in cells in absence of CPT; DT40 Tdp1-/- hTDP1 cells, no CPT, ATP luminescence, 48 h; Potency, µM (highest dose often 46.2 µM), for the others: at the top dose activity change, negative = growth inhibition, most hits filed as inhibitors; 420,000 tested, 15% active; also: nearly all actives have a fitted effect of over 55% in size
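Stably hTDP1-transfected Tdp1-null chicken DT40 cells were treated with library compounds minus camptothecin and grown for at least 48 hr at 37 °C, after which cellular ATP was quantified by luminescence.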
TDP1 cell CPT = DT40-hTDP1 cell growth loss with CPT. chicken DT40 Tdp1-/-;hTDP1 cells + 20 nM CPT, ATP luminescence, 48 h. Potency, µM (series often up to 46.2 µM), inactives show top-dose activity change, negative = growth inhibition, hits mostly inhibitors. 420,000 tested, 12% active; also: nearly all actives have a fitted effect of over 55% in size
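Cell growth measured by CellTiter-Glo luminescence after a minimum 48 h, 37 C compound exposure with 20 nM CPT in Tdp1-knockout DT40 cells stably expressing hTDP1, seeded 400/well; qHTS titration format.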
The depositor's hits bear a star; [ ] = another dose, or the depositor's remark. Calls follow the shape of the dose curve; as a rule, active = well fitted curve in the direction sought with a large enough effect; inconclusive = small, poorly fitted or top-dose-only effect, or another doubt; inactive = no such curve, though single readings can be large; an effect the other way counts as inactive or inconclusive. % is scaled to controls: 0 for no effect and ±100 for the full control effect; potency is read from the fitted curve at half-maximal effect. A portion of the library, so the mix of outcomes need not match the whole.

For COc1cccc(-c2noc(COc3ccc(C(C)(C)C)cc3)n2)c1 the results were GCN5L2 inh 0%, TDP1 cell noCPT -1% and TDP1 cell CPT -12%.
`Cc1nc2ccccc2nc1N1CCC(C)CC1` gave TDP1 cell noCPT -28% and TDP1 cell CPT -30%.
For Cc1cccc(-n2c(CCCN3C(=O)c4ccccc4C3=O)nc3ccccc3c2=O)n1 the results were GCN5L2 inh -22%, TDP1 cell noCPT -31% and TDP1 cell CPT -8%.
`O=C(O)c1nn2c(C(F)(F)F)cc(-c3cccs3)nc2c1Cl` gave GCN5L2 inh -4%, TDP1 cell noCPT inconclusive and TDP1 cell CPT -23%.
Cc1ccc(S(=O)(=O)N2CCCC2C(=O)Nc2nc3c(s2)CCCC3)cc1 (centres undefined) was read as GCN5L2 inh -24%, TDP1 cell noCPT 23µM* and TDP1 cell CPT inconclusive.
`Nc1[nH]ncc1-c1ccc(Cl)cc1` gave GCN5L2 inh -5%, TDP1 cell noCPT inconclusive and TDP1 cell CPT inconclusive.
For COc1ccc(O)c(C(=O)c2cc(SCC(=O)O)c3nc4sc5c(c4c(=O)n3c2)CCCC5)c1 the results were GCN5L2 inh inconclusive, TDP1 cell noCPT -27% and TDP1 cell CPT -15%.
O=C(c1ccco1)N1CCN(C(=O)c2ccccc2OCc2ccc(Cl)cc2)CC1 was read as GCN5L2 inh -2%, TDP1 cell noCPT inconclusive and TDP1 cell CPT inconclusive.
CCOc1ccc(N2CC(c3nc4ccccc4n3CCOc3ccc(CC)cc3)CC2=O)cc1 (centres undefined) was read as GCN5L2 inh 1%, TDP1 cell noCPT inconclusive and TDP1 cell CPT inconclusive.
Screening CCN(Cc1ccccc1)C(=O)CSc1nc(C)cc2c1C(=O)OC2 returned GCN5L2 inh 0%, TDP1 cell noCPT -3% and TDP1 cell CPT 0%.
`CCOC(=O)CSC(CC)C(=O)Nc1nnc(C(C)C)s1` (centres undefined) gave GCN5L2 inh 0%, TDP1 cell noCPT -13% and TDP1 cell CPT -4%.
`CC(C)[C@H](NC(=O)c1cccc(S(=O)(=O)N2CCOCC2)c1)C(=O)Nc1nccs1` gave GCN5L2 inh 0%, TDP1 cell noCPT 3% and TDP1 cell CPT 7%.

In the list so far, two contain a thiophene ring, fused or not:
`O=C(O)c1nn2c(C(F)(F)F)cc(-c3cccs3)nc2c1Cl` gave GCN5L2 inh -4%, TDP1 cell noCPT inconclusive and TDP1 cell CPT -23%.
For COc1ccc(O)c(C(=O)c2cc(SCC(=O)O)c3nc4sc5c(c4c(=O)n3c2)CCCC5)c1 the results were GCN5L2 inh inconclusive, TDP1 cell noCPT -27% and TDP1 cell CPT -15%.

New compounds follow:
CCc1nn(CC(=O)NCCc2ccc(S(N)(=O)=O)cc2)c(=O)c2cc3sccc3n12 was read as GCN5L2 inh -19%, TDP1 cell noCPT -6% and TDP1 cell CPT 16%.
For O=C(COc1ccccc1)OCc1cc2ccccc2[nH]c1=O the results were GCN5L2 inh 0%, TDP1 cell noCPT -19% and TDP1 cell CPT -5%.
`Cc1cc(C)c2[nH]c(=O)c(CN(Cc3nnnn3C3CCCC3)C3CCCCC3)cc2c1` gave GCN5L2 inh -3%, TDP1 cell noCPT -15% and TDP1 cell CPT -7%.
Cc1cccc(C)c1C(=O)N[C@@H](Cc1ccccc1)C(=O)O was read as GCN5L2 inh -4%, TDP1 cell noCPT -2% and TDP1 cell CPT 1%.
Screening O=C(COC(=O)C1CC2CCCC(C1)C2=O)NC(=O)c1ccc(OC(F)F)cc1 (centres undefined) returned GCN5L2 inh -2%, TDP1 cell noCPT 6% and TDP1 cell CPT -17%.
Screening O=C(Cc1ccc(F)cc1)NCCc1ccccc1 returned GCN5L2 inh -4%, TDP1 cell noCPT -2% and TDP1 cell CPT 2%.
CCOC(=O)C1CCN(C(c2ccc(C)cc2)c2sc3nc(-c4ccco4)nn3c2O)CC1 (centres undefined) was read as GCN5L2 inh -8%, TDP1 cell noCPT 4% and TDP1 cell CPT 7%.
For Cc1occc1C(=O)Nc1ccc(S(N)(=O)=O)cc1 the results were GCN5L2 inh -7%, TDP1 cell noCPT inconclusive and TDP1 cell CPT 23µM*.
`CC(OC(=O)Cc1c(F)cccc1Cl)C(=O)NC1CCCCC1C` (centres undefined) gave GCN5L2 inh 2%, TDP1 cell noCPT inconclusive and TDP1 cell CPT -19%.
Screening COc1ccc(-c2csc(NC(=O)c3ccc(S(=O)(=O)N4CCc5ccccc5C4)cc3)n2)c(OC)c1 returned GCN5L2 inh -11%, TDP1 cell noCPT 13µM* and TDP1 cell CPT inconclusive.
For O=C(CN1CCN(c2ccccc2)CC1)c1ccc2cc[nH]c2c1 the results were GCN5L2 inh -4%, TDP1 cell noCPT inconclusive and TDP1 cell CPT inconclusive.
CC1(C(=O)NS(=O)(=O)C2CC2)CCCN(C(=O)Cc2ccc(F)cc2)C1 (centres undefined) was read as TDP1 cell noCPT inconclusive and TDP1 cell CPT inconclusive.

Continued; it opens with the 4 that closed the last part.
`CC(OC(=O)Cc1c(F)cccc1Cl)C(=O)NC1CCCCC1C` (centres undefined) gave GCN5L2 inh 2%, TDP1 cell noCPT inconclusive and TDP1 cell CPT -19%.
Screening COc1ccc(-c2csc(NC(=O)c3ccc(S(=O)(=O)N4CCc5ccccc5C4)cc3)n2)c(OC)c1 returned GCN5L2 inh -11%, TDP1 cell noCPT 13µM* and TDP1 cell CPT inconclusive.
For O=C(CN1CCN(c2ccccc2)CC1)c1ccc2cc[nH]c2c1 the results were GCN5L2 inh -4%, TDP1 cell noCPT inconclusive and TDP1 cell CPT inconclusive.
CC1(C(=O)NS(=O)(=O)C2CC2)CCCN(C(=O)Cc2ccc(F)cc2)C1 (centres undefined) was read as TDP1 cell noCPT inconclusive and TDP1 cell CPT inconclusive.
For CN(C)/C=C1\C(=O)N(c2ccc(F)cc2F)C(c2cccnc2)S1(=O)=O (centres undefined) the results were GCN5L2 inh 0%, TDP1 cell noCPT -4% and TDP1 cell CPT 10%.
`COc1ccccc1N=Nc1c(C)noc1C` gave GCN5L2 inh -9%, TDP1 cell noCPT 11% and TDP1 cell CPT 11%.
For Cc1ccccc1OCC(=O)NCCNC(=O)c1cccnc1 the results were GCN5L2 inh 1%, TDP1 cell noCPT 3% and TDP1 cell CPT -1%.
For COc1cc(OC)c(NC(=O)Cn2c(=O)oc3cc(S(=O)(=O)N4CCCC4)ccc32)cc1Cl the results were GCN5L2 inh -3%, TDP1 cell noCPT 18µM* and TDP1 cell CPT inconclusive.
CC(C)NC(=O)c1ccc(N(Cc2ccccc2)S(C)(=O)=O)cc1 was read as GCN5L2 inh -21%, TDP1 cell noCPT 1% and TDP1 cell CPT 1%.
For COc1ccc(CCNc2ncnc3c2nnn3C)cc1OC the results were GCN5L2 inh 0%, TDP1 cell noCPT inconclusive and TDP1 cell CPT inconclusive.
`COC(=O)CNC(=O)c1ccccc1[N+](=O)[O-]` gave TDP1 cell noCPT 2% and TDP1 cell CPT 2%.
For CN1C(=O)[C@H]2[C@@H](/C=C/c3ccccc3)N3C(=O)CN(Cc4ccc(-c5ccccc5)cc4)C(=O)[C@@]3(C)[C@H]2C1=O the results were GCN5L2 inh -8%, TDP1 cell noCPT inconclusive and TDP1 cell CPT 26µM*.
CCN(CC)S(=O)(=O)c1cc(NC(=S)NC(=O)C2CCCC2)ccc1C was read as GCN5L2 inh -8%, TDP1 cell noCPT 18µM* and TDP1 cell CPT 23µM*.
For CCC(C)(C)NC(=O)C(c1ccc(OC)cc1)N(C(=O)CCC(=O)Nc1cc(C)on1)c1cccc(OC)c1 (centres undefined) the results were GCN5L2 inh -6%, TDP1 cell noCPT inconclusive and TDP1 cell CPT -12%.
Screening Cc1ccccc1N(CC(=O)Nc1ccccc1C(=O)NCc1ccco1)S(=O)(=O)c1ccccc1 returned GCN5L2 inh -2%, TDP1 cell noCPT 16µM* and TDP1 cell CPT inconclusive.
O=C(OCc1nnc(-c2ccccc2)o1)c1cc(Cl)ccc1[N+](=O)[O-] was read as GCN5L2 inh -10%, TDP1 cell noCPT 14% and TDP1 cell CPT -4%.
`CC(NC(=S)NC1CCCCC1)c1ccc(C(C)(C)C)cc1` (centres undefined) gave GCN5L2 inh -7%, TDP1 cell noCPT inconclusive and TDP1 cell CPT 9.2µM*.
`COCC(=O)Nc1cc(C(=O)N2CCCC(C(C)=O)C2)cc2nc(-c3ccccc3)n(C)c12` (centres undefined) gave TDP1 cell noCPT 1% and TDP1 cell CPT 5%.
O=C(CSc1nnc(-c2ccccc2F)n1C1CC1)NC(=O)c1cccc([N+](=O)[O-])c1 was read as GCN5L2 inh 0%, TDP1 cell noCPT 1% and TDP1 cell CPT -11%.
For CCOCCc1nn2c(=O)cc(COC(=O)c3ccc(NC(=O)C4CCCCC4)cc3)nc2s1 the results were GCN5L2 inh -1%, TDP1 cell noCPT inconclusive and TDP1 cell CPT inconclusive.
`CCCCn1c(/N=C/c2ccccc2NS(=O)(=O)c2ccc(C)cc2)nc2ccccc21` gave GCN5L2 inh 24%, TDP1 cell noCPT 23µM* and TDP1 cell CPT inconclusive.
For O=C1c2ccccc2C(=O)C1Cc1cccc2ccccc12 the results were GCN5L2 inh -4%[0.501 µM], TDP1 cell noCPT -27% and TDP1 cell CPT 14µM*.
For COc1ccc(Cn2c(C3CCCCC3)nc3c(c(=O)c4ccccc4n3C)c2=O)cc1 the results were GCN5L2 inh -11%, TDP1 cell noCPT 16µM* and TDP1 cell CPT inconclusive.
`Cc1cccc(-n2nc([N+](=O)[O-])c(=NC3CCN(Cc4ccccc4)CC3)n2O)c1` gave GCN5L2 inh -6%, TDP1 cell noCPT 12µM* and TDP1 cell CPT 8.2µM*.
CC1COCC(C)N1C(=O)c1cccnc1 (centres undefined) was read as TDP1 cell noCPT -24% and TDP1 cell CPT -2%.
Screening CC(C)Cn1c(-c2ccco2)csc1=Nc1cccnc1 returned GCN5L2 inh inconclusive, TDP1 cell noCPT inconclusive and TDP1 cell CPT inconclusive.
COc1ccc(N(CC(=O)NCCC2=CCCCC2)S(=O)(=O)c2ccc(C)cc2)cc1OC was read as GCN5L2 inh -14%, TDP1 cell noCPT inconclusive and TDP1 cell CPT -27%.
For CCOC(=O)/C(C(=O)Nc1ccc(Br)cc1)=C1/NC(C)(C)Cc2ccccc21 the results were GCN5L2 inh -4%, TDP1 cell noCPT inconclusive and TDP1 cell CPT inconclusive.
Nc1ccn([C@@H]2O[C@H](CO)[C@@H](OP(=O)(O)O)[C@H]2O)c(=O)n1 was read as GCN5L2 inh -13%, TDP1 cell noCPT 1% and TDP1 cell CPT 5%.
For COC(=O)/C=C/S(=O)(=O)c1ccc(NC(C)=O)cc1 the results were GCN5L2 inh -2%, TDP1 cell noCPT 3% and TDP1 cell CPT -11%.
For Fc1cc(Cl)cc2ccc(-c3ccccc3)nc12 the results were TDP1 cell noCPT -10% and TDP1 cell CPT 1%.
Screening CCNC(=O)Cn1cnc2c1c(=O)n(C)c(=O)n2C returned GCN5L2 inh -2%, TDP1 cell noCPT 20% and TDP1 cell CPT -4%.
For CC(C)C(NC(=O)c1ccccc1F)C(=O)Nc1ccc2c(c1)OCO2 (centres undefined) the results were GCN5L2 inh -12%, TDP1 cell noCPT 6% and TDP1 cell CPT -12%.
CCn1cc(-c2ccccc2)c(C(=O)O)c1-c1ccc(OC)cc1 was read as GCN5L2 inh 0%, TDP1 cell noCPT -22% and TDP1 cell CPT 1%.
COc1cccc(CNC(=O)c2ccc3nc(-c4ccccc4)c(-c4ccccc4)nc3c2)c1OC was read as GCN5L2 inh -13%, TDP1 cell noCPT inconclusive and TDP1 cell CPT 23µM*.
`NS(=O)(=O)c1ccc(NC2=CC(c3ccc(F)cc3)N(c3ccc(S(N)(=O)=O)cc3)C2=O)cc1` (centres undefined) gave GCN5L2 inh 0%, TDP1 cell noCPT 15% and TDP1 cell CPT -11%.
Screening O=C(Nc1nnc(SCc2ccccc2)s1)c1cccs1 returned GCN5L2 inh 3%, TDP1 cell noCPT -18% and TDP1 cell CPT -26%.
For O=C(COc1ccc(Cl)cc1Cl)NCCN1CCCC1 the results were TDP1 cell noCPT 13% and TDP1 cell CPT -14%.
CC(Oc1ccc(Cl)cc1)C(=O)Nc1ccc(S(=O)(=O)N2CCOCC2)cc1 (centres undefined) was read as GCN5L2 inh -6%, TDP1 cell noCPT inconclusive and TDP1 cell CPT inconclusive.
